Alkaline phosphatase – human TNAP enzyme inhibitors, biochemical, luminescent (AID 518). purified TNAP enzyme, luminescent substrate readout; higher % means a stronger effect. actives 0.09% (n = 64,000). inhibition, % at 20 µM; hits with a dose series show IC50 in µM; in the data active means a potency from the dose series; inactive means the rest, 99 in 100 with inhibition below about 22%;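 further: plate controls were vehicle for no effect and reference inhibitor for full effect; many of its hits are not listed in these tables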
HPDE-C7 viability – HPDE-C7 pancreatic duct cell viability loss – fluorescence, HTS (AID 430) | HPDE-C7 pancreatic duct cells viability, fluorescence; higher % means a stronger effect | one-dose cytotoxicity, % at 10 µM; EC50 in µM for titrated hits | actives 1.8% (n = 63,000);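 further: cells exposed to compound for 48 hours before viability readout; 0% = vehicle and 100% = reference cytotoxic drug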
LYP inhibition – inhibition of human PTPN22 tyrosine phosphatase – biochemical, DiFMUP fluorescence, recombinant catalytic domain, 10 µM, primary screen (AID 606) | inhibition, % at 10 µM; hits with a dose series show IC50 in µM | 52,000 tested, under 10 active | recombinant LYP catalytic domain, DiFMUP fluorescence; higher % means a stronger effect;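 active means IC50 under 40 µM in the dose-response test; inactive means IC50 of 40 µM or more, or never dose-tested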
HPDE-C7K KRASV12 – cytotoxicity in KRAS-transformed pancreatic duct cells, primary screen, cell-based, fluorescence, HTS (AID 431); HPDE-C7K KRASV12 cells, Alamar Blue viability, 48 h; higher % means a stronger effect; cytotoxicity, % at 10 µM, or EC50 in µM where a hit was titrated; actives 1.7% (n = 63,000);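 active means compounds whose percent cytotoxicity in the single-dose primary screen, scaled between solvent and toxic-drug controls, exceeds 50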;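 further: 0% = DMSO solvent wells and 100% = doxorubicin-treated wells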
Spn MK inh – inhibitors of Streptococcus pneumoniae mevalonate kinase; inhibition, % at 10 µM; AID 555; purified MK, PK/LDH-coupled NADH absorbance 340 nm; actives 0.48% (n = 65,000);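 active means ranked among the strongest by inhibition in the single 10 µM screen, a fixed top-ranked set picked for dose follow-up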; further: no value below 0 was filed
Bfl-1 inhibitors – Bfl-1 inhibitors, primary screen, biochemical, fluorescence polarization, FITC-Bid, mouse (AID 432); displacement, % at 20 µM; hits with a dose series show IC50 in µM; FITC-Bid BH3 peptide fluorescence polarization displacement; higher % means a stronger effect; actives 0.02% (n = 64,000); in the data active means a potency from the dose series; inactive means the rest, 99 in 100 with displacement below about 15%; further: strong numbers were not always called active
PMK inhibit – S. pneumoniae PMK inhibition; purified PMK, PK/LDH-coupled NADH absorbance 340 nm; inhibition, % at 10 µM; actives 0.49% (n = 65,000);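 active means top-ranked compounds by inhibition in the single 10 µM screen, taking a fixed number of the strongest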;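 further: 0% = full reaction with DMSO carrier and 100% = background rate without enzyme reaction; no value below 0 was filed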
HT1080 viability – HT1080 cell viability loss – fluorescence readout (AID 620); HT1080 viability, fluorescence; higher % means a stronger effect; actives 0.42% (n = 87,000); cytotoxicity, % at 10 µM, or EC50 in µM where a hit was titrated;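 further: cells exposed to compound overnight then 4 h with Alamar Blue; 0% = vehicle DMSO and 100% = killing control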
Spn DPM-DC inh – blocks S. pneumoniae diphosphomevalonate decarboxylase; purified DPM-DC, PK/LDH coupled NADH fluorescence; calls only at 10 µM; actives 0.49% (n = 65,000);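 active means the 320 compounds with the highest percent inhibition in the single-dose primary screen, excluding strongly autofluorescent ones, cut at about 32% in these data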;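 further: kinetic rate of NADH fluorescence loss reporting ADP formed by the decarboxylase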
PMK inhibit pilot replicates – recorded beside PMK inhibit, whose call it bears; inhibition, %; measured here: pilot screen replicates
Spn MK inh pilot replicates – also measured in Spn MK inh; calls as there; inhibition, %; measured here: pilot screen replicates
Spn DPM-DC inh pilot screen % – further read-out of Spn DPM-DC inh, marked with its call; inhibition, %; measured here: pilot screen trials
* = called active by the depositor; i = inactive; · = no result given. Unless noted, no stated cut-off is given here; in the data, active means cytotoxicity above about 50%; inactive means the rest. This is a random part of the collection, and some 3.4% of all compounds hit somewhere here.

SMILES	Alkaline phosphatase	HPDE-C7 viability	LYP inhibition	HPDE-C7K KRASV12	Spn MK inh	Bfl-1 inhibitors	PMK inhibit	HT1080 viability	Spn DPM-DC inh	others
CCOc1ccc(N=C2C(=O)N(CN3CCOCC3)c3ccccc32)cc1	25%	-19%	-5%	-31%	0	0%	7	-76%	i
COC(=O)c1[nH]c(C)c(/C(O)=C2\C(=O)C(=O)N(CCN(C)C)C2c2ccc(OC)cc2)c1C (stereo not drawn)	5%	-1%	3%	-12%	12	-7%	17	1%	i
CC(=O)NCCc1cc2cc(C)c(C)cc2[nH]c1=O	11%	3%	14%	-5%	0	-2%	0	5%	i
CCCn1cc(S(=O)(=O)CC(=O)Nc2ccc(OCC)cc2)c2ccccc21	8%	-10%	6%	2%	12	2%	0	7%	i
CCOC(=O)c1sc(NC(=O)CSc2ncn[nH]2)c(C#N)c1C	13%	6%	6%	10%	11	3%	11	0%	i
CCOC(=O)N1CCC(N2C(=O)c3ccccc3C2Nc2ccc3c(C)cc(=O)oc3c2)CC1 (stereo not drawn)	7%	-6%	11%	3%	4	-2%	10	6%	·	PMK inhibit pilot replicates=0.5;Spn MK inh pilot replicates=0.0
NC(=O)c1cn(-c2ccccc2)nc1-c1cccnc1	4%	-11%	1%	6%	0	-1%	0	1%	i
O/N=C(\Cc1cscn1)c1ccc(O)cc1O	6%	-7%	·	-3%	12	-4%	9	-3%	i
COc1ccc(CCNC(=O)CN(c2ccccc2OC)S(C)(=O)=O)cc1OC	-2%	-16%	6%	-16%	13	-8%	19	8%	i
CCn1c(=O)c2cc(C(=O)NCc3cccs3)sc2c2ccccc21	6%	15%	2%	11%	0	4%	7	2%	i
Cc1csc(NC(=O)C2CCCCC2C(=O)O)n1 (stereo not drawn)	12%	-7%	-4%	-9%	5	-5%	3	2%	i
O=C(Cn1cnc2ccccc2c1=O)Nc1ccc2c(c1)CCC2	5%	-5%	·	-10%	8	-8%	15	-10%	i
COC(=O)c1c(NC(=O)CSc2nnc(-c3cccnc3)n2Cc2ccco2)sc(C)c1C	16%	10%	8%	16%	5	0%	10	-2%	i	PMK inhibit pilot replicates=0.0;Spn MK inh pilot replicates=0.0;Spn DPM-DC inh pilot screen %=0.0
O=C(Nc1sc2c(c1C(=O)NC1CCCCC1)CCC2)c1ccco1	12%	-32%	7%	-6%	12	-5%	9	4%	·
Cc1cc2cc(CN(Cc3ccc4c(c3)OCO4)C(=O)c3cnccn3)c3nnnn3c2cc1C	9%	14%	1%	12%	0	0%	0	6%	i
COc1ccc(C2C(C(=O)N3CCCCC3)c3ccccc3C(=O)N2C)cc1 (stereo not drawn)	-2%	-12%	·	-14%	4	-4%	4	-3%	i
Cc1noc(C)c1S(=O)(=O)Nc1ccc(C(=O)O)cc1	12%	-16%	8%	-5%	7	1%	17	16%	i
CN1C(=O)c2oc3ccccc3c(=O)c2C1c1ccncc1 (stereo not drawn)	0%	-9%	-1%	-6%	9	3%	15	-13%	i
COC(=O)c1[nH]c2ccc(C)cc2c1NC(=O)C1=COCCO1	7%	-1%	0%	-3%	11	-15%	14	-4%	i
N#CCCN(Cc1cccnc1)C(=O)c1ccc(S(=O)(=O)N2CCOCC2)cc1	7%	-11%	7%	-6%	2	4%	11	6%	i
O=C(CCN1C(=O)COc2ccccc21)NCCN1CCN(c2cccc(Cl)c2)CC1	8%	9%	11%	-2%	3	1%	24	22%	i	PMK inhibit pilot replicates=1.0;Spn MK inh pilot replicates=0.0;Spn DPM-DC inh pilot screen %=0.0
O=c1c2cc(N3CCOCC3)ccc2[nH]c(=S)n1Cc1ccco1	12%	-6%	-5%	-12%	7	0%	10	-1%	i
CCCc1cc(C(=O)N2CCN(C(c3ccccc3)c3ccccc3)CC2)no1	8%	-8%	8%	-4%	7	-4%	6	2%	i
CC1CC(C)CN(CCCNC(=O)C2CCN(S(=O)(=O)N3CCCCC3)CC2)C1 (stereo not drawn)	-1%	-2%	·	1%	0	6%	1	0%	i
CC1CCCC(NC(=O)c2ccc(CNc3c(N4CCCC4)c(=O)c3=O)cc2)C1C (stereo not drawn)	6%	-5%	14%	-3%	5	3%	4	-1%	i
Cc1ccc2c(CC(=O)OC3CCOC3=O)coc2c1 (stereo not drawn)	1%	-16%	·	-7%	0	4%	7	-3%	i
O=C1C2CCCN2C(c2ccccc2)N1c1cccc(Cl)c1 (stereo not drawn)	3%	-10%	6%	5%	15	0%	1	-4%	i
O=C(CN1CCN(c2ccc(Cl)cc2)CC1)Nc1ccc(F)cc1	-3%	-1%	14%	-4%	6	-1%	7	-7%	i
Cn1c(=O)[nH]c(=O)c2c1nc(CN1CCN(c3cccc(Cl)c3)CC1)n2CCN1CCOCC1	3%	-13%	8%	-10%	3	-4%	4	9%	i
COc1ccc(C2OC(=O)CC2C(=O)NC2CCCCCC2)cc1OC (stereo not drawn)	9%	-21%	-8%	-1%	0	4%	13	-8%	i

Overlap with the part before: five entries; new compounds follow.
SMILES	Alkaline phosphatase	HPDE-C7 viability	LYP inhibition	HPDE-C7K KRASV12	Spn MK inh	Bfl-1 inhibitors	PMK inhibit	HT1080 viability	Spn DPM-DC inh	others
Cc1ccc2c(CC(=O)OC3CCOC3=O)coc2c1 (stereo not drawn)	1%	-16%	·	-7%	0	4%	7	-3%	i
O=C1C2CCCN2C(c2ccccc2)N1c1cccc(Cl)c1 (stereo not drawn)	3%	-10%	6%	5%	15	0%	1	-4%	i
O=C(CN1CCN(c2ccc(Cl)cc2)CC1)Nc1ccc(F)cc1	-3%	-1%	14%	-4%	6	-1%	7	-7%	i
Cn1c(=O)[nH]c(=O)c2c1nc(CN1CCN(c3cccc(Cl)c3)CC1)n2CCN1CCOCC1	3%	-13%	8%	-10%	3	-4%	4	9%	i
COc1ccc(C2OC(=O)CC2C(=O)NC2CCCCCC2)cc1OC (stereo not drawn)	9%	-21%	-8%	-1%	0	4%	13	-8%	i
C=CCn1c(SCC(=O)NC23CC4CC(CC(C4)C2)C3)nc(O)cc1=O	8%	-17%	12%	-1%	1	0%	5	4%	i	PMK inhibit pilot replicates=1.0;Spn MK inh pilot replicates=0.0;Spn DPM-DC inh pilot screen %=0.5
COCCOC(=O)c1c(C)n(C)c2ccc(OC(=O)c3cccs3)cc12	8%	7%	·	14%	2	-3%	7	1%	i
COC(=O)c1cc(NS(=O)(=O)c2ccc3c(c2)CCC(=O)N3)cc(C(=O)OC)c1	1%	1%	-10%	11%	0	2%	16	-2%	i	PMK inhibit pilot replicates=1.0;Spn MK inh pilot replicates=9.5;Spn DPM-DC inh pilot screen %=17
COCCn1nnnc1C(c1cc2cccc(C)c2[nH]c1=O)N1CCN(c2ccccc2F)CC1 (stereo not drawn)	13%	-2%	-2%	-8%	4	-7%	10	-26%	i
O=C(Nc1ccccc1C(=O)N1CCCCC1)c1cccc(S(=O)(=O)N2CCOCC2)c1	12%	0%	-1%	8%	14	-4%	15	14%	i
COc1ccc(-n2ccnc2SCC(=O)NCc2ccc3c(c2)OCO3)cc1	12%	-15%	6%	3%	2	0%	10	-5%	i	PMK inhibit pilot replicates=2.0;Spn MK inh pilot replicates=2.0;Spn DPM-DC inh pilot screen %=0.0
COc1cc(OC)cc(-c2nc(-c3ccccc3OC)no2)c1	6%	-2%	11%	8%	7	-4%	6	-10%	i
Cc1cc(C)c2cc(CN(Cc3nnnn3C3CCCCC3)CC3CCCO3)c(=O)[nH]c2c1 (stereo not drawn)	6%	-15%	·	-24%	13	-1%	17	2%	i
Cc1cc(C(=O)NCc2ccccc2)no1	7%	-11%	19%	-15%	5	-4%	11	3%	i
CCOC(=O)N/C(N)=N/c1nc2ccccc2s1	5%	4%	0%	-2%	2	-6%	2	3%	i
CCN1C(=O)/C(=C/N(C)c2ccccc2)OC1=S	11%	-4%	·	2%	7	2%	13	-10%	i	PMK inhibit pilot replicates=3.0;Spn MK inh pilot replicates=0.0;Spn DPM-DC inh pilot screen %=5.0
CCSc1nc(-c2ccccc2)c(C#N)c(=O)[nH]1	1%	6%	-14%	-6%	4	0%	2	-5%	i
COc1ccc(C2CC(=O)N3CN(Cc4ccco4)CSC3=C2C#N)cc1 (stereo not drawn)	15%	-6%	-1%	-11%	12	-4%	5	1%	i
CCOC(=O)N1CCN(c2c(NCc3ccccn3)c(=O)c2=O)CC1	8%	-20%	3%	-6%	8	3%	4	7%	i
c1ccc(-n2nnnc2SCc2cn3cccnc3n2)cc1	8%	3%	·	5%	0	1%	13	-10%	·
CCOC(=O)c1ccc(NC(=O)CCNc2c(N3CCCC3)c(=O)c2=O)cc1	13%	0%	11%	-2%	4	-11%	14	8%	i	PMK inhibit pilot replicates=0.5;Spn MK inh pilot replicates=2.0;Spn DPM-DC inh pilot screen %=0.5
Cn1c(=O)c2c(ncn2CC(=O)N2CCCc3ccccc32)n(C)c1=O	16%	-16%	3%	-5%	7	-6%	0	4%	i
O=C(CN1CCOCC1)Nc1ccc(Br)cn1	4%	-6%	2%	-5%	3	1%	7	9%	i
OC(COCc1ccco1)CN1CCN(C(c2ccccc2)c2ccccc2)CC1 (stereo not drawn)	12%	2%	·	3%	26	-2%	0	27%	i
CCOC(=O)Cc1csc(NC(=O)CN(C)S(=O)(=O)c2cccc3cccnc23)n1	2%	-12%	2%	-2%	7	-3%	8	-7%	i
COc1cccc(C2Nc3ccccc3C(=O)N2O)c1O (stereo not drawn)	33%	2%	-8%	6%	0	2%	7	2%	i
O=C(NCc1cccs1)c1noc2c1CCCCC2	12%	-6%	4%	-10%	6	3%	9	-1%	i
CC(C)CC(NC(=O)C1CCCN1C(=O)OC(C)(C)C)C(=O)NCC(N)=O (stereo not drawn)	8%	-5%	·	-4%	7	0%	15	3%	i
Cc1ccc(-c2nn3c(C)nnc3s2)cc1NC(=O)c1ccc(-c2ccc(Cl)cc2Cl)o1	15%	·	-28%	·	6	·	2	-7%	·
Cc1ccc2cc(CN(C(=O)c3ccco3)c3ccccc3)c(=O)[nH]c2c1	1%	-2%	7%	-1%	1	-1%	3	-21%	i
CN1CCN(Cc2c(O)c(Cl)cc3c(-c4ccccc4)cc(=O)oc23)CC1	1%	-10%	2%	-14%	10	-3%	0	-21%	i
CCC(C(=O)N1CCc2cc(OC)c(OC)cc2C1)c1ccccc1 (stereo not drawn)	10%	-10%	7%	-8%	18	2%	5	0%	i	PMK inhibit pilot replicates=0.0;Spn MK inh pilot replicates=0.0;Spn DPM-DC inh pilot screen %=0.0
CCOc1ccc2nc(NS(C)(=O)=O)sc2c1	13%	-21%	15%	-20%	8	6%	8	4%	i
O=c1c2ccccc2n(Cc2cccc(F)c2)c(=O)n1C1CCCC1	9%	-9%	5%	0%	0	-4%	18	-6%	i

Compound activity deposited in PubChem by several laboratories.
